Assay outcomes (PubChem)
EPAC1 antagonist – EPAC1 (human) antagonism. O95398. EPAC1 GEF assay, Rap1b-BODIPY-GDP exchange fluorescence. Potency, µM (top dose mostly 115 µM), without a hit: at the highest dose activity change, negative = inhibition, usual class: inhibitors. 360,000 tested, 0.14% active;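 note: potency is the fitted concentration of half-maximal effect; plate controls were vehicle for no effect and positive control for full effect; nearly all actives have a fitted effect of over 50% in size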
IL-2 act – activates IL-2 in a cell-based reporter assay | IL-2 activation reporter assay, cell-based qHTS; stimulated with anti-CD3/CD4/CD28 beads; in transgenic mouse T cells | activation, % (series mostly up to about 46 µM) | 360,000 tested, 0.065% active | AID 652025; in the data active = activation above about 50%; inconclusive = mostly about 30% to 49%; note: 0% is about no effect
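Unstimulated transgenic mouse T cells; 60-min compound exposure; bead-based TCR/CD4/CD28 stimulation; 18 h culture, 37 degrees C; dual fluorescence (EGFP, DsRed) plate cytometry.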
PTHR1 ag – PTHR1 (human) receptor agonism; Q03431; HEK293 GP2 PTHR1 cells, GloSensor cAMP luminescence, 1 h; Potency, µM (top dose mostly 115 µM), for inactives: top-dose activation, actives largely listed as activators; 410,000 tested, 0.075% active; AID 743266; note: potency is the fitted concentration of half-maximal effect; nearly all actives have a fitted effect of over 55% in size; some results filed as inactive show a strong effect at the top dose; inactives centre near -15; many of its hits are not listed in these tables
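HEK-293-derived GP2 cells expressing PTHR1 and a GloSensor cAMP reporter, 3,000/well, plated overnight, given luciferin plus IBMX (each 0.5 mM as added) for 1 h at 37 °C, then compound for 1 h at 37 °C. Luminescence was read after 15 min at room temperature.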
GLP1R inv ag – acts as inverse agonist at human GLP-1 receptor; HEK293 GLP-1R CRE-luciferase, luminescence, 24 h; GLP-1R form is constitutively active; P43220; Potency, µM (top dose mostly 38.3 µM), for inactives: at the highest dose activity change, negative = inhibition, most hits filed as inhibitors; 410,000 tested, 1.6% active; note: potency is the fitted concentration of half-maximal effect; % is set by controls: 0 for no effect and ±100 for the full control effect; nearly all actives have a fitted effect of over 55% in size
Target sequence (P43220 whole entry, looked up): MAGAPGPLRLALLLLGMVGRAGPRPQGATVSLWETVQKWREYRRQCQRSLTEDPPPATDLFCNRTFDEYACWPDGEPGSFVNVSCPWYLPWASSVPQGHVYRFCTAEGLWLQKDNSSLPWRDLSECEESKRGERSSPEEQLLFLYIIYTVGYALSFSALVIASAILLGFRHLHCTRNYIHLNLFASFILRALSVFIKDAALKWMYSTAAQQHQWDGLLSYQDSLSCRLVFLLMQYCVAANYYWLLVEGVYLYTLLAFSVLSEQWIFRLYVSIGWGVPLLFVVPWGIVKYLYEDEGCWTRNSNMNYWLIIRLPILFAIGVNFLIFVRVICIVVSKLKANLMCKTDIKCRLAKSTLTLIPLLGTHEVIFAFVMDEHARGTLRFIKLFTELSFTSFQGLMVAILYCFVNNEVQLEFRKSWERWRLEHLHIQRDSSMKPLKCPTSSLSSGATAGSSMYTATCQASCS
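Inverse agonism was detected as reduced cAMP-driven luciferase luminescence after 24 h compound treatment. The cells were HEK293 clones expressing constitutively active human GLP-1R with the reporter. Reporter-only and GPR119 cell lines served as counterscreen controls.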
GLP-1R agonist – GLP-1 receptor (human) agonism; P43220; HEK293 GLP-1R CRE-luciferase, luminescence, 4-6 h; cells express a hypersensitive GLP-1R form; Potency, µM (doses to about 45.6 µM), for the others: at the top dose activation, actives largely listed as activators; 380,000 tested, 0.007% active; AID 624172; note: potency is the fitted concentration of half-maximal effect; % of control where 0% means no effect
PLK1 PBD inh – PLK1 (human) polo-box domain binding inhibition. Potency, µM, inactives show max response, negative = inhibition, hits mostly inhibitors. P53350. 360,000 tested, 2.8% active. AID 720504. Plk1 PBD binding of FITC phosphopeptide, fluorescence polarization; note: potency is the fitted concentration of half-maximal effect; series mostly up to about 57 µM; % is set by controls: 0 for no effect and ±100 for the full control effect; nearly all actives have a fitted effect of over 65% in size
HEK293 tox – cytotoxic in the GLP-1 receptor inverse agonist counter-screen; HEK293 cAMP-luciferase reporter cells, luminescence, 24 h; Potency, µM (series often up to 38.3 µM), for inactives: top-dose activity change, negative = inhibition, usual class: inhibitors; 410,000 tested, 0.13% active; AID 624418;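 note: loss of luciferase light is scored as toxicity; potency is the fitted concentration of half-maximal effect; % is set by controls: 0 for no effect and ±100 for the full control effect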
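1536-well qHTS counterscreen of the MLSMR; 200 cells/uL, 12 h pre-incubation, 23 nL cpd, 24 h at 37 deg C 5% CO2, luciferase detection reagent, 12 min RT, luminescence. Inhibition = undesired.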
EPAC1 agonist – agonists of human EPAC1; 360,000 tested, 0.073% active; EPAC1 agonist qHTS, biochemical assay; response scale: 100% = response to 6.5 mM cAMP; Potency, µM (top dose mostly 154 µM), without a hit: top-dose activation, usual class: activators; note: potency is the fitted concentration of half-maximal effect; nearly all actives have a fitted effect of over 60% in size
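Fluorescent GDP-exchange assay: 100 nM EPAC1 with 250 nM Rap1B preloaded with BODIPY-GDP and 50 uM GDP; compounds tested as concentration series, 5 min at room temperature, then read every 5 min for 30 min (ex 480/em 540 nm); normalized to 6.5 mM cAMP.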
PI5P4Ka inh – inhibitors of human PI5P4K alpha; P48426; PI5P4Kalpha enzyme, ADP-Glo luminescence, 60 min; stronger effect = lower value; max response, %; 330,000 tested, 1.2% active; AID 652105; active = max response of -50% or lower; inconclusive = between -30% and -50%; inactive = -30% or higher; note: value at the top dose of about 77 µM; % is set by controls: 0 for no effect and ±100 for the full control effect
Target sequence (P48426 whole entry, looked up): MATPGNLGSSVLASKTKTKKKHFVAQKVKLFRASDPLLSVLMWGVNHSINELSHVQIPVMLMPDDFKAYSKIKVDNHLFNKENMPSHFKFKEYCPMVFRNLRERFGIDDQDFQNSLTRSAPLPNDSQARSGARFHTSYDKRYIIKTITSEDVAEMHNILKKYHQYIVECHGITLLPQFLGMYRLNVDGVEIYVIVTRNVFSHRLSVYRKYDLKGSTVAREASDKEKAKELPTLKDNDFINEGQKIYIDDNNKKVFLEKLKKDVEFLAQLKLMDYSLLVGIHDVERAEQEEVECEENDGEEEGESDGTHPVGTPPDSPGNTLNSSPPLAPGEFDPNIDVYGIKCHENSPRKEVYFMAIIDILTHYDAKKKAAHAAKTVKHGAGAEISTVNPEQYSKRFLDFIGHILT
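Controls without substrate or without enzyme flank wells where PI5P4Kalpha converts substrate using 5 microM ATP (final). Incubation lasts 60 minutes at room temperature; ADP formed is read by ADP-Glo luminescence.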
An asterisk follows results filed as active; i = inactive; ? = inconclusive; · = not tested or not shown; [ ] = remark or other dose. Unless noted, calls come from the whole dose curve; as a rule, active = well fitted curve in the direction sought with a large enough effect; inconclusive = small, poorly fitted or top-dose-only effect, or another doubt; inactive = no such curve, though single readings can be large; an effect the other way counts as inactive or inconclusive.

mol	EPAC1 antagonist	PTHR1 ag	PLK1 PBD inh	EPAC1 agonist	GLP-1R agonist	PI5P4Ka inh	HEK293 tox	GLP1R inv ag	IL-2 act
Cc1ccc(CNC(=O)C2CCN(S(=O)(=O)N3CCOCC3)CC2)cc1	8%	-11%[57.5 µM]	1%	-4%	-19%	·	0%	43%[activator]	-3.8
Cc1cc(C)n2nc(Sc3ncccc3[N+](=O)[O-])nc2n1	1%	i	3%	-4%	-3%	1	-2%	22%	0.4
Cc1ccc(Cl)cc1NC(=O)C(NS(=O)(=O)c1cccs1)c1ccccc1 (stereo not given)	-14%	-37%[inhibitor]	2%	-25%	-1%	-2	-16%	?	3.5
Cc1ccccc1NC(=O)/C=C/c1ccc([N+](=O)[O-])s1	-5%	-38%[inhibitor]	-20%	-5%	-6%	2	-12%	?	-0.6
C/C(=N\NC(=O)c1ccc(CSc2nncn2C)cc1)c1cccs1	-7%	-55%[inhibitor]	-9%	0%	5%	8	-1%	-6%	-0.7
CCOC(=O)c1c(C)[nH]c(C2=NNC(=Nc3ccccc3)SC2)c1C	-2%	i	?	-6%	-5%	-25	?	?	-3.0
Cc1ccc(C(=O)N/N=C/c2ccc(-c3cccc(C(F)(F)F)c3)o2)cn1	3%	-75%[inhibitor]	0%	-11%	22%	-10	?	?	2.4
Cc1ccc(CN2CC(C(=O)Nc3cccc(S(=O)(=O)N4CCCCC4)c3)CC2=O)cc1 (stereo not given)	-15%	-3%	-13%	4%	1%	-23	13%	13%	-0.1
Cc1nn(C)cc1C(=O)c1ccccc1	-8%	i	0%	9%	4%	1	-15%	16%	0.5
COc1ccccc1-n1nnnc1SCC(=O)Nc1ccc(C)c(N)c1	-12%	-13%	-8%	8%	16%	-4	-4%	?	0.4
CCN(CC)C(=O)C1=C(C)N(Cc2ccc(C(C)(C)C)cc2)C(=O)C(CC(=O)NCc2ccco2)C1 (stereo not given)	-13%	-36%	-15%	-21%	6%	-6	0%	?	-3.0
c1ccc(-c2c[nH]c3[n+]2CCCCC3)cc1	-4%	-10%	-6%	8%	0%	6	-23%	?	0.0
O=C(c1ccco1)N1CCN(c2nc(C3CC3)nc3c2nnn3Cc2ccccc2Cl)CC1	-24%	-18%	-8%	6%	7%	3	3%	10µM*	0.0
Nc1nonc1-n1nnc(C(=O)N/N=C/c2cccc(F)c2)c1-c1ccc2c(c1)OCO2	-25%	-19%	-7%	-20%	-1%	-12	-8%	?	-2.1
COc1cc(C(=O)OCC(=O)NCc2ccccc2)cc(NC(=O)c2ccco2)c1OC	-9%	-1%[57.5 µM]	-14%	8%	14%	0	6%	56%[activator]	3.0
COc1ccc(C2=NN(C(=O)CSc3nnc(-c4ccccc4F)o3)C(c3ccco3)C2)cc1 (stereo not given)	-4%	i	-12%	11%	4%	2	8%	-4%	-1.6
CC1=CC(C)(C)n2c(O)c(N=NC(N)=S)c3c(C)c(C)cc1c32	-10%	i	2%	-1%	3%	7	5%	-23%	-5.6
CCOc1ccc(-n2cnc3c(=O)[nH]c(N)nc32)cc1	2%	i	3%	8%	-3%	-11	-14%	16%	-2.4
COc1ccc(NC(=S)N2CCN(C(=O)c3ccco3)CC2)cc1	0%	-6%	-4%	1%	9%	-2	1%	-8%	1.0
COc1ccnc(CSC(N)=Nc2ccccc2OC)c1	-6%	-4%	-27%	-2%	2%	?	?	?	-3.1
CCCCOc1ccc(C(=O)NCC(=O)NCC2CCCO2)cc1 (stereo not given)	5%	-12%	2%	2%	-12%	-1	-16%	-17%	-2.6
CCOc1ccc2oc(-c3ccccc3)c(C(N)=O)c2c1	-5%	-18%	-5%	-5%	2%	-9	3%	31%[activator]	5.7
CCC(C)(C)n1nnnc1C(c1cc2cc(C)ccc2[nH]c1=O)N1CCCc2ccccc21 (stereo not given)	-21%	i	-25%	3%	-2%	-9	-11%	8%	0.4
OCC1(CCc2ccccc2)CCN(Cc2cc(Cl)ccc2O)CC1	-4%	?	-13%	7%	11%	-7	24%	?	2.4
Cc1ccnc(SCCn2c(N3CC(C)CC(C)C3)nc3c2c(=O)n(C)c(=O)n3C)n1 (stereo not given)	9%	i	-2%	-2%	-5%	·	5%	0%	-0.9
O=C(CN(Cc1ccco1)C(=O)c1ccc(N2CCCC2=O)cc1)Nc1ccccc1C(F)(F)F	10%	-21%	-1%	-3%	4%	-22	1%	12%	-1.1
CN(CC(=O)Nc1ccc(Cl)cc1)C(=O)CNC(=O)c1ccc(Br)o1	8%	-23%	2%	-5%	-11%	2	0%	-20%	0.2
O=C(Nc1nc2ccc(Cl)cc2s1)C1CC1	-9%	-78%	-10%	-2%	2%	-5	-5%	?	1.2
CCOc1c(Br)cc(C(=O)N2CCCN(C)CC2)cc1OC	8%	i	0%	2%	0%	-5	-3%	-2%	-1.8
COc1ccc(C2CCN(CC(=O)N(C)C)CC2O)cc1 (stereo not given)	9%	-24%	-4%	-13%	-3%	1	5%	7%	-1.0
CCN(c1ccccc1)c1cc(C)nc2ncnn12	-12%	i	-17%	4%	-1%	-5	2%	13%	2.4
C=C(C)C1CC=C(CN2CCC(O)CC2)CC1 (stereo not given)	14%	i	-11%	7%	0%	·	17%	-15%	0.2
Cc1ccc(N(CC(=O)Nc2cc(C)ccc2C)S(C)(=O)=O)cc1	-12%	i	-23%	1%	3%	-5	-5%	-6%	-1.6
O=C(CN1CCOCC1)NN=C1CCCCCCCCCCC1	4%	i	-5%	1%	0%	7	-9%	3%	-1.3
CCOc1ccc(N(Cc2cc3cc(C)ccc3[nH]c2=O)C(=O)COC)cc1	1%	1%	0%	3%	5%	1	-4%	10%	0.2
C1CCC(NC2=NCCC2)CC1	0%	i	4%	5%	16%	·	4%	-6%	-1.6
CCn1c(SC)nc(O)c(C(c2ccc(OC)c(O)c2)c2c(O)nc(SC)n(CC)c2=O)c1=O	-5%	i	17µM*	2%	-16%	-12	10%	-1%	-0.5
CC(NC(=O)CSc1ncccn1)c1ccc(Cl)cc1Cl (stereo not given)	-2%	i	-7%	-1%	12%	2	-3%	?	-2.0
CCCCn1c(NCc2ccccc2O)nc2ccccc21	-19%	-2%	-2%	-11%	11%	-6	-4%	?	-0.4
COc1cccc(C(=O)NNC(=O)c2cccc3ccccc23)c1	-1%	-16%	3%	0%	1%	-4	-8%	13%	1.6
CCCCOC(=O)Nc1ccc(S(=O)(=O)Nc2cc(C)nc(C)n2)cc1	10%	-14%	-2%	12%	0%	-4	-2%	22%	2.8
Cc1ccc(S(=O)(=O)c2c(C)cc(C)nc2Oc2cccc(C(F)(F)F)c2)cc1	-12%	-52%[inhibitor][57.5 µM]	-1%	6%	-10%	15	4%	5µM*	-0.5
CCn1cc(Cl)c(C(=O)Nc2cccc(CN3CCOCC3)c2)n1	21%	i	7%	-4%	2%	6	1%	20%	0.9
COc1ccc(N(C(=O)c2ccco2)C(C(=O)NC2CCCC2)c2cccnc2)c(OC)c1 (stereo not given)	9%	i	-12%	7%	9%	-1	0%	16%	-0.4
CC1(C(=O)N/N=C/c2ccc([N+](=O)[O-])o2)CC1(Br)Br (stereo not given)	1%	i	-10%	-2%	5%	9	?	14%	-3.5
COc1ccccc1N(CC(O)CN1CCCCC1)S(=O)(=O)c1ccc(C)cc1 (stereo not given)	14%	-3%	-3%	14%	12%	-1	-15%	?	0.0
CCNC(=O)CCn1nc(-c2ccc(C)cc2)c2ccccc2c1=O	9%	i	30µM*	11%	?	-8	-6%	-10%	0.0
CCOc1ccc(NC(=O)c2cnccn2)cc1	10%	i	-1%	-12%	-1%	1	-12%	?	0.8
COCCNC(=O)C1CCCN(C(=O)c2sccc2C)CC1 (stereo not given)	-8%	-23%	-1%	0%	-1%	2	-1%	5%	1.1
O=C(Nc1ccc(F)cc1)Nc1csc2ccccc12	13%	-10%	-1%	-3%	-2%	0	3%	?	-3.8
O=C(OCC(=O)c1c[nH]c2ccccc12)c1ccc(OC(F)F)cc1	0%	-19%	-3%	-7%	0%	0	-3%	-26%	-1.4
CCCCCNc1nc2c(-c3ccccc3)nnn2c2ccccc12	·	-23%	·	·	0%	·	0%	7%	·
COc1ccc(N2CC(NC(=O)COc3ccc4ccccc4c3)CC2=O)cc1OC (stereo not given)	·	i	·	·	0%	·	4%	3%	·
COc1c(C)cccc1C(=O)Nc1ccc(CN2CCOCC2)cc1	1%	i	-8%	10%	-1%	·	13%	-5%	-0.1
Cc1cc2c(cc1S(=O)(=O)NC1CCCCC1C)OCC(=O)N2 (stereo not given)	8%	-1%	-4%	-4%	16%	2	-2%	51%[activator]	-0.3
C=CCOC(=O)C(C#N)c1nc2ccccc2nc1N1CCN(c2ccccc2OC)CC1 (stereo not given)	-6%	i	-6%	0%	-5%	4	-20%	?	-0.1
COc1ccc(Nc2nc(C)nc(N)c2S(=O)(=O)c2ccccc2)cc1	·	i	·	·	0%	·	-12%	7%	·
COc1ccccc1Nc1nc(-c2sc(NC(=O)c3ccco3)nc2C)cs1	12%	2%	-12%	-21%	-3%	-5	-11%	-30%	0.3
OCC[C@H]1C[C@H](O)[C@@H](O)[C@]2(CCc3ccccc3CO2)O1	9%	-17%	3%	6%	-2%	1	4%	7%	-0.3
CC(=O)Nc1cc2c(c(Cl)c1Cl)-c1ccccc1C2=O	-11%	-5%	-14%	8%	0%	-19	-1%	4%	10
O=C(CSc1nnc(-c2ccccc2F)n1C1CCCCC1)Nc1cc(C(=O)O)ccc1Cl	3%	-54%[inhibitor]	-2%	1%	-1%	-13	0%	1%	0.4

The list is partial; the hit share may differ from the screen's.
